Compound activity (PubChem)
ASAP1 inh – ASAP1 ArfGAP inhibition. Q9ULH1. ASAP1-stimulated ARF1 GTP hydrolysis, GDP FP detection. inhibition, % at 16.5 µM. hit rate 0.19% among 360,000; in the data active = inhibition above about 25%;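 also: 0% = vehicle with enzyme and substrate and 100% = no enzyme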
GC-B act – GC-B (human) receptor activation. P20594. HEK293-GC-B cells, CNP EC30, cGMP TR-FRET; 0% at EC30 CNP, 100% saturating CNP. activation, % at 10 µM. hit rate 0.11% among 370,000. AID 1920062;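 active = activation at 10 µM reaching about 35% in either raw or pattern-adjusted values, limit read from the data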
Target sequence (P20594 whole entry, looked up): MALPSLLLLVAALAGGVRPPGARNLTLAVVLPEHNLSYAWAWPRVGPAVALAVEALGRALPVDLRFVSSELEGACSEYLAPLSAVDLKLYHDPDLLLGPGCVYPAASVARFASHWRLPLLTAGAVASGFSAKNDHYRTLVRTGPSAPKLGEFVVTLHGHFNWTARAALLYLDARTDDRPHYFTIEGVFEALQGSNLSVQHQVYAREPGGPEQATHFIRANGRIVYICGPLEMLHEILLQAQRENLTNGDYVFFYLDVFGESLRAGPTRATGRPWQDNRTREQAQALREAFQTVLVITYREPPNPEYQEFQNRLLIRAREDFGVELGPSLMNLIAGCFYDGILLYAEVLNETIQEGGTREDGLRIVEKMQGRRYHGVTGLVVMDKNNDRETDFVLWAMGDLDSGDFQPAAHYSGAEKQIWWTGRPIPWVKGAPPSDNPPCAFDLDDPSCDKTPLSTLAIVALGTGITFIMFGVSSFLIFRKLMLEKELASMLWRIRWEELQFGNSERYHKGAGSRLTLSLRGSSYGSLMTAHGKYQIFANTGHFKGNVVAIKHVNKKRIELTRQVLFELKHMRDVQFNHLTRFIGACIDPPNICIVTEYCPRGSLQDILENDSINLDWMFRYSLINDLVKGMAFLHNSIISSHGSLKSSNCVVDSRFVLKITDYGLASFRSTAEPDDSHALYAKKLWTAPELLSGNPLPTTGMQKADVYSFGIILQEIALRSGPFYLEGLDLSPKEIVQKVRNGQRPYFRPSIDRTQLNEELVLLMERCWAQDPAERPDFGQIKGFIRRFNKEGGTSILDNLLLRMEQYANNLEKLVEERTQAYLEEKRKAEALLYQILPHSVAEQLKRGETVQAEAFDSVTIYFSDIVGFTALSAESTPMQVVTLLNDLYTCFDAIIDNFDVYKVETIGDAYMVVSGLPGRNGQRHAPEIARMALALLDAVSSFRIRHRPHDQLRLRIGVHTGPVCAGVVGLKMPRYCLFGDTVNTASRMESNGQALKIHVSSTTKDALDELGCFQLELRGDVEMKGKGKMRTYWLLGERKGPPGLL
Rev-erbA mod – modulators of human Rev-erb alpha DNA binding. P20393. Rev-erbα–FITC-DNA binding, fluorescence polarization, 90 min. activity, % at 10 µM. hit rate 0.79% among 370,000. AID 1259318;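 active = activity above about 14%, limit read from the data; passing the limit was not always enough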;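 also: 0% = DMSO wells with 35 nM protein and 100% = DMSO wells with 750 nM protein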
ARFGAP1 inh – rat ARFGAP1 inhibition; Arfgap1-stimulated ARF1 GTP hydrolysis, GDP FP detection; hit rate 0.26% among 360,000; inhibition, % at 16.5 µM; Q62848;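 active = inhibition above a per-plate limit, mean inhibition of low control wells plus 3 SD, cut at about 25% in these data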;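 also: 0% = DMSO wells with enzyme and 100% = wells lacking Arfgap1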
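Replicates: Single well per compound | Assay system: Truncated rat Arfgap1 GAP domain | Control set: No-Arfgap1 wells (100%) versus DMSO full-reaction wells (0%) | Times: Enzyme reaction 120 min at 25 °C after 20 min preincubation | Reagent: Human ARF1(Δ1-17)-GTP substrate | Measured by: Tracer-displacement fluorescence polarization with EDTA stop, 620/688 nm | Measure: Percent inhibition of Arfgap1-stimulated GTP hydrolysis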
mABHD4 FP – inhibitors of mouse ABHD4 | Q8VD66 | purified mABHD4, FP-Rh probe fluorescence polarization | inhibition, % at 8.92 µM | hit rate 0.54% among 370,000;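 active = inhibition exceeding the mean over every tested compound plus 3 SD, cut at about 30% in these data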;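 also: 0% = plate median of compound wells and 100% = S159A mutant with DMSO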
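Assay system: mABHD4 protein; medium: HEPES pH 7.0, NaCl, Pluronic buffer; dosing: 8.92 µM, single dose; schedule: 45 min + 60 min at 25 °C; signal: FP readout, ex 525 nm / em 598 nm; read-out: normalized percent inhibition of probe labeling; repeats: single replicate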
GC-A act – GC-A (human) enzyme activation; P16066; hit rate 0.14% among 370,000; HEK293 GC-A cells, cGMP TR-FRET, EC30 ANP; 0% at EC30 ANP, 100% saturating ANP; activation, % at 10 µM; in the data active = activation above about 40%
SMARCA2 activ – increases SMARCA2 function in MMTV reporter cells | MG213 cells, MMTV-luciferase reporter, dexamethasone, overnight | activation, % at 9.1 µM | hit rate 1% among 370,000 | AID 652017; in the data active = activation above about 7.8%;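 also: 0% = vehicle wells and 100% = reference activator wells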
PG9 binder – PG9 antibody binding by small molecule | TR-FRET gp120-PG9 antibody binding | AID 624416 | inhibition, % at 6.7 µM | hit rate 0.43% among 360,000; in the data active = inhibition above about 8.5%
HTRA1 inhibitor – inhibitors of human serine peptidase HTRA1. recombinant HTRA1, FP-rhodamine activity-based probe, fluorescence polarization. hit rate 0.5% among 340,000. inhibition, % at 5.96 µM. Q92743; in the data active = inhibition above about 36%;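 also: 0% = enzyme with DMSO and 100% = wells lacking enzyme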
rCAG RNA binder – molecules binding r(CAG) RNA repeats; inhibition, % at 3 µM; AID 651821; r(CAG) RNA repeat, TO-PRO-1 dye displacement fluorescence; hit rate 1.3% among 370,000;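 active = inhibition above the plate cutoff, the mean of all test compounds on that plate plus 3 SD, cut at about 35% in these data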;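 also: 0% = DMSO alone and 100% = 100 µM mitoxantrone as full dye displacement; higher means more dye released from RNA so lower well fluorescence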
Starred values were filed as active, the others as inactive; / = no result given; & = joins results of further samples.

SMILES	ASAP1 inh	GC-B act	Rev-erbA mod	ARFGAP1 inh	mABHD4 FP	GC-A act	SMARCA2 activ	PG9 binder	HTRA1 inhibitor	rCAG RNA binder
S=c1[nH]nc(CSc2nc3ccccc3s2)n1C1CCCCC1	-6	0	9	-1	3	1	-1	-1.1	-17	0
COc1cc2nc(N(C)C)nc(N)c2cc1OC	-4	-3	-4	9	6	6	13*	-1.1	-10	2
CC1=NN(/C(=N\c2nnc(C)s2)Nc2ccc(C(C)(C)C)cc2)[C@H](c2ccc(C)cc2)S1	10	-4	-2	4	-19	-1	0	-1.5	-39	-6
CS(=O)(=O)N1CCN(C(=O)CCC2CCCC2)CC1	7	7	0	0	-1	2	-2	-0.9	-1	3
CC(C)CN1C(=O)[C@]2(CC(=O)N(C)C2c2ccccc2)c2cc(-n3cc(-c4ccccc4)nn3)ccc21 (some centres undefined)	/	3	-6	/	-6	5	-6	/	/	3
O=C(O)c1cccc(CSc2n[nH]c(-c3ccc(Cl)cc3Cl)n2)c1	-7	-2	-6	6	-3	1	-2	0.0	-11	13
CC(=O)Cn1nnc2sc(-c3ccccc3)cc2c1=O	14	-2	1	-9	-10	-4	5	1.4	-3	18
Cc1ccccc1N1CCN(C(=O)CCN2C(=O)c3ccccc3C2=O)CC1	5	0	-3	4	2	-4	5	-1.8	-4	-3
CCCCn1c(N)c(N(CCC(C)C)C(=O)c2ccc(C)o2)c(=O)[nH]c1=O	0	-3	4	0	4	1	6	-2.1	1	-1
CC12CCC(c3nnc(SCc4ccc(Cl)cc4)nc31)C2(C)C (centres undefined)	13	4	15	-10	-2	6	0	1.0	-13	1
Cc1ccc(NC(=S)N(CCCN2CCN(C)CC2)Cc2cccs2)cc1C	5	-1	-2	-6	-2	3	-4	-2.1	7	-5
O=C(OCn1nnc2ccccc2c1=O)c1ccc2c(=O)n3c(nc2c1)CCC3	7	0	1	3	2	-1	1	0.1	6	-1
O=C(NCC1CCCO1)[C@@H]1CSC2c3ccccc3C(=O)N21 (some centres undefined)	8	9	1	-2	-5	3	1	-1.1	4	-2
COc1ccc(C2c3ccc(O)cc3Oc3ncn(Cc4ccco4)c(=N)c32)cc1 (centres undefined)	-3	4	-7	-4	-8	2	4	-0.6	-13	11
COC(=O)/C=C(\C)N=Nc1c(O)[nH]c2ccccc12	-2	-8	-1	7	3	-2	7	-3.7	-10	4
CN1CCN(C(=O)C2=C[C@H](c3coc4ccccc4c3=O)C[C@H](OCCCCO)O2)CC1	-5	0	-3	-12	-2	1	0	0.4	2	-5
CCOC(=O)N1CCN(C(=O)CSc2nnc(C3COc4ccccc4O3)o2)CC1 (centres undefined)	-7	6	5	3	2	2	-1	-1.4	1	0
COc1ccc(OC)c(NC(=O)CCCc2ccccc2)c1	-8	0	7	6	1	4	0	0.1	-3	-1
O=C1c2oc3ccccc3c(=O)c2C(c2cccc(O)c2)N1c1ccccn1 (centres undefined)	18	-2	7	-3	-2	-6	-1	0.1	0	0
O=C(NC(=S)Nc1ccc(Br)cc1)C1CCC1	2	-5	-6	13	0	4	5	-2.0	-10	0
O=C(Nc1ccc(OC(F)(F)C(F)F)c(NC(=O)c2ccc(F)cc2)c1)c1ccc(F)cc1	-4	9	3	12	0	8	4	-0.9	-8	4
CC(CC(=O)N1CCc2ccccc21)S(=O)(=O)c1ccc2c(c1)NC(=O)CO2 (centres undefined)	-4	9	-5	1	5	1	-3	-2.0	5	-3
O=[N+]([O-])c1cc(C(F)(F)F)ccc1N1CCN(S(=O)(=O)c2ccc3ccccc3c2)CC1	-1	-3	4	-4	-15	0	-1	0.9	-16	11
Cc1cnc(C)c(N2CCN(C(=O)C3CCC(=O)N(CCc4cccc(F)c4)C3)CC2)n1 (centres undefined)	-4	2	-1	14	1	0	-1	-0.9	-5	-10
Cc1cc(C(=O)N/N=C/c2cccc(OC(=O)c3cccc(Br)c3)c2)n[nH]1	5	-1	-5	-4	-7	-4	-2	-1.3	-15	4

2 successive compounds out of the list so far, for reference:
SMILES	ASAP1 inh	GC-B act	Rev-erbA mod	ARFGAP1 inh	mABHD4 FP	GC-A act	SMARCA2 activ	PG9 binder	HTRA1 inhibitor	rCAG RNA binder
CS(=O)(=O)N1CCN(C(=O)CCC2CCCC2)CC1	7	7	0	0	-1	2	-2	-0.9	-1	3
CC(C)CN1C(=O)[C@]2(CC(=O)N(C)C2c2ccccc2)c2cc(-n3cc(-c4ccccc4)nn3)ccc21 (some centres undefined)	/	3	-6	/	-6	5	-6	/	/	3

Further records:
SMILES	ASAP1 inh	GC-B act	Rev-erbA mod	ARFGAP1 inh	mABHD4 FP	GC-A act	SMARCA2 activ	PG9 binder	HTRA1 inhibitor	rCAG RNA binder
CCC(C)Sc1cccc(-c2nc3cc(C)ccn3c2NC2CCCCC2)c1 (centres undefined)	4&3	3&1	0&4	-9&-4	39*	7&4	-1&-4	1.9&1.9	-8	-2&3
N#CCC(=O)Nc1ccc(C(=O)OCC(=O)Nc2ccc3ccccc3c2)cc1	15	-5	1	-1	-23	-4	-4	-1.7	-63	31
CC(=O)c1ccc(OC(C)C(=O)Nc2cccc(S(=O)(=O)NCc3ccco3)c2)cc1 (centres undefined)	-3	0	1	-7	-3	-2	-3	-1.1	0	9
NC(=O)CSc1cn(Cc2ccc(F)cc2)c2ccccc12	0	-5	-1	0	-13	-3	-3	1.5	-1	2
CN(C)c1ccc(C(=O)N2CCC2(C)C(=O)O)cc1 (centres undefined)	-14	-4	-8	11	2	3	-2	-1.8	/	1
C=CCc1cccc(/C=N/NC(=O)c2ccccc2OC)c1O	-8	-8	-1	-2	-6	-9	3	-4.6	-21	1
CS(=O)(=O)N(CC(=O)NC1CC2CCC1C2)c1ccc(Oc2ccccc2)cc1 (centres undefined)	-20	3	4	-2	-6	0	-4	2.1	/	-4
COC(=O)c1ccccc1NC(=O)c1ccc(COc2ccc3c(c2)CCC3)cc1	-6	-3	-1	11	-5	1	-1	1.1	-1	3
O=C(O)C1(C(=O)O)CCC2(CCCCC2)CC1	-11	2	2	11	3	-1	2	-2.5	4	-1
CC(=O)c1cccc(NC(=O)COc2cc(C)on2)c1	-2	4	5	-5	-4	0	1	-0.9	1	1
C=C(C)Cn1c(SCC(=O)N/N=C/c2cccc(O)c2)nc2ccccc2c1=O	1	-4	2	2	-23	-2	-3	-1.0	-31	3
CCC(CC)NC(=O)c1ccc2nc[nH]c2c1	8	4	0	4	3	-1	1	1.8	5	5
O=C(Nc1ccccc1-c1nnc(SCc2ccc(Cl)cc2)o1)c1ccccc1	6	-1	-4	7	3	1	1	0.2	3	1
Nc1nc2c(ncn2[C@@H]2O[C@H](CNS(=O)(=O)N3CCCC3)[C@@H](O)[C@H]2O)c(=O)[nH]1	8	21	2	-5	2	21	0	0.6	/	4
COCCNC(=O)C1C(=O)Nc2ccccc2C(=O)N1C1CCCC1 (centres undefined)	-5	1	5	5	0	-4	4	0.4	/	2
C=CCOC(=O)C1=C(C)NC(=O)NC1/C=C/c1ccccc1OC (centres undefined)	-4	-2	2	4	2	-4	-2	-1.5	1	-2
CC(C)NC(=O)NC(=O)CSc1nnc(-c2c[nH]c3ccccc23)o1	-3	-4	-5	14	-1	-2	-1	-0.8	-3	5
C=CCn1c(-c2cc3c(s2)CCC(CC)C3)n[nH]c1=S (centres undefined)	-8	-2	-9	5	1	4	2	2.2	-7	9
CN(Cc1ccccc1)C(=O)COC(=O)C1CCN(S(=O)(=O)c2ccc3c(c2)OCCO3)CC1	7	2	-1	8	-1	4	0	1.1	-6	-8
Cc1cc(C2C(=O)NC(=O)C2=O)c(C)cc1Br (centres undefined)	6	-3	-3	6	3	-1	-2	2.2	-5	0
O=C(NCc1cc(F)cc(C(F)(F)F)c1)C1CCC(=O)N(C2CCCC2)C1 (centres undefined)	9	-1	-3	8	-1	-1	2	0.0	8	-7
CC(C(=O)N1CCCc2ccccc21)N1CCN(S(=O)(=O)c2ccccc2F)CC1 (centres undefined)	-4	4	13	18	1	2	-1	2.1	-4	-5
N#Cc1c(SCC(=O)Nc2nncs2)sc2c(O)cc(=O)[nH]c12	0	-2	-6	8	3	2	-3	2.6	-9	62*
CCSc1nc2c(sc3ccccc32)c(=O)n1C(C)C	5	-1	2	-13	1	-1	-1	1.5	-9	0
NS(=O)(=O)c1ccc(N2CCOCC2)c(C(=O)NCc2ccc3c(c2)OCO3)c1	-3	-1	-1	2	-1	2	-2	-0.8	3	0
O=C(O)CCC(=O)c1ccc2c(c1)CCCC2	3	-1	0	-3	-3	3	-2	-0.3	6	3
O=C(NCCC1=CCCCC1)c1cccc(S(=O)(=O)N2CCCCC2)c1	1	11	-5	0	-5	-2	-2	4.5	6	-8

Molecules listed so far that contain two or more sulfur atoms, in the order listed:
SMILES	ASAP1 inh	GC-B act	Rev-erbA mod	ARFGAP1 inh	mABHD4 FP	GC-A act	SMARCA2 activ	PG9 binder	HTRA1 inhibitor	rCAG RNA binder
S=c1[nH]nc(CSc2nc3ccccc3s2)n1C1CCCCC1	-6	0	9	-1	3	1	-1	-1.1	-17	0
CC1=NN(/C(=N\c2nnc(C)s2)Nc2ccc(C(C)(C)C)cc2)[C@H](c2ccc(C)cc2)S1	10	-4	-2	4	-19	-1	0	-1.5	-39	-6
Cc1ccc(NC(=S)N(CCCN2CCN(C)CC2)Cc2cccs2)cc1C	5	-1	-2	-6	-2	3	-4	-2.1	7	-5
C=CCn1c(-c2cc3c(s2)CCC(CC)C3)n[nH]c1=S (centres undefined)	-8	-2	-9	5	1	4	2	2.2	-7	9
N#Cc1c(SCC(=O)Nc2nncs2)sc2c(O)cc(=O)[nH]c12	0	-2	-6	8	3	2	-3	2.6	-9	62*
CCSc1nc2c(sc3ccccc32)c(=O)n1C(C)C	5	-1	2	-13	1	-1	-1	1.5	-9	0
